KB-3-1 tox – KB-3-1 parental cell cytotoxicity | KB-3-1 viability, CellTiter-Glo ATP luminescence, 72 h | Potency, µM (titrated, usually from 46.1 µM), for the others: at the top dose activity change, negative = cytotoxic, usual class: cytotoxic | 400,000 compounds, 1.4% hits | AID 1347075; note: % is set by controls: 0 for no effect and ±100 for the full control effect; nearly all actives have a fitted effect of over 60% in size
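Parental KB-3-1 viability, qHTS format: 72 h compound exposure, 37 °C; CellTiter-Glo; media-only wells and DMSO plates as controls; concentration-effect fits on corrected data.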
TDP43 rescue – rescues yeast growth from TDP-43 toxicity; TDP-43 expressing yeast growth rescue, BacTiter-Glo, 24 h; Potency, µM (top dose mostly 46.1 µM), inactives show top-dose growth rescue (activation), most hits filed as activators; 410,000 compounds, 1.8% hits; AID 652104; note: % of control where 0% means no effect; nearly all actives have a fitted effect of over 50% in size
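Yeast cells expressing TDP-43 under galactose induction are exposed to compounds for 24 hr at 30 deg C. BacTiter-Glo luminescence measures growth, so protective compounds score as activators.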
HEK293 tox – cytotoxicity in counter-screen for GLP-1R inverse agonists; HEK293 cAMP-luciferase reporter cells, luminescence, 24 h; Potency, µM (titrated, usually from 38.3 µM), inactives show at the top dose activity change, negative = inhibition, usual class: inhibitors; 410,000 compounds, 0.13% hits;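 note: loss of luciferase light is scored as toxicity; % is set by controls: 0 for no effect and ±100 for the full control effect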
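1536-well qHTS counterscreen of the MLSMR; 200 cells/uL, 12 h pre-incubation, 23 nL cpd, 24 h at 37 deg C 5% CO2, luciferase detection reagent, 12 min RT, luminescence. Inhibition = undesired.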
SW480 rereplic – DNA re-replication induction in SW480 cells; 340,000 compounds, 1.8% hits; Potency, µM (series often up to 46.1 µM), inactives show top-dose re-replication activation, most hits filed as activators; SW480 DNA re-replication, Hoechst DNA content imaging, 48 h; note: % of control where 0% means no effect; nearly all actives have a fitted effect of over 55% in size
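First, 250 cells per well were seeded. Next, compound or vehicle (23 nL) was pinned in, plates sat 48 hr at 37 C. Finally Hoechst was added for 40 min before fluorescence scanning.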
HT1080 IDH1KD tx – HT-1080 IDH1 knockdown cell toxicity (counter line); 360,000 compounds, 2% hits; Potency, µM (top dose mostly 46.1 µM), for inactives: at the top dose activity, negative = toxicity, most hits filed as cytotoxic; HT-1080 IDH1 knockdown viability, ATP luminescence, 48 h;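 note: 0% = DMSO wells and -100% = cell-free medium wells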
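Luminescent ATP read-out (CellTiter-Glo, 10 min at room temperature) after 48 h compound exposure at 37 °C gave viability of IDH1-knockdown HT-1080 cells. Activity was normalised to DMSO and cell-free wells, then fitted as concentration-response curves.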
HT1080-NT tox – kills 2HG-producing HT-1080-NT fibrosarcoma cells; HT-1080-NT fibrosarcoma viability, CellTiter-Glo ATP luminescence, 48 h; Potency, µM (titrated, usually from 46.1 µM), inactives show at the top dose activity, negative = less viability, hits mostly cytotoxic; 360,000 compounds, 1.6% hits;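 note: NT is the 2HG producing partner of a matched IDH1 knockdown line; 0% = DMSO-treated cells and -100% = media-only wells without cells; nearly all actives have a fitted effect of over 55% in size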
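Luminescent CellTiter-Glo readout after 48 hours of compound exposure at 37 degrees C defined viability of HT-1080-NT cells. Activity was normalized to DMSO wells and cell-free media wells; concentration-response curves were fitted and assigned curve classes.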
GLP-1R inv ag – inverse agonists of human GLP-1 receptor; Potency, µM (top dose mostly 38.3 µM), for the others: at the top dose activity change, negative = inhibition, usual class: inhibitors; AID 624417; 410,000 compounds, 1.6% hits; P43220; HEK293 GLP-1R CRE-luciferase, luminescence, 24 h; GLP-1R form is constitutively active; note: % is set by controls: 0 for no effect and ±100 for the full control effect; nearly all actives have a fitted effect of over 55% in size
Target sequence (P43220 whole entry, looked up): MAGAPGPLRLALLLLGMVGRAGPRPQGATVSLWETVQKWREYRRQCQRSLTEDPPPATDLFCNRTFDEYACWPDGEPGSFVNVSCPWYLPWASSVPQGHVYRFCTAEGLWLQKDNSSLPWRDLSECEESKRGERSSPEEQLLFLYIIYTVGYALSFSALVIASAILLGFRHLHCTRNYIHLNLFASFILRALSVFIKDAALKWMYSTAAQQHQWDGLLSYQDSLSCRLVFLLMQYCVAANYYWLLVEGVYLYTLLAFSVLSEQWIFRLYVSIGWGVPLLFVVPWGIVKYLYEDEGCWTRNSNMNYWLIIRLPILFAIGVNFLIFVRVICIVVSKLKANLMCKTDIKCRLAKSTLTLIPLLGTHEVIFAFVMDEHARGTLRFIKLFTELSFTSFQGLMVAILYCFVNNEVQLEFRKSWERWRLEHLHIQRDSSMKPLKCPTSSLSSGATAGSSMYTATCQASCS
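HEK293 cells stably co-expressing constitutively active GLP-1R and a cAMP-responsive luciferase reporter were seeded in DMEM with 10% Nu serum, given compounds after 12 h, and incubated 24 h at 37 deg C. Luminescence was then read.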
GLP-1R agonist – activates the human GLP-1 receptor; HEK293 GLP-1R CRE-luciferase, luminescence, 4-6 h; cells express a hypersensitive GLP-1R form; Potency, µM (doses to about 45.6 µM), for inactives: at the top dose activation, usual class: activators; 380,000 compounds, 0.007% hits; AID 624172; note: % of control where 0% means no effect
KB-V1 cytotox – KB-V1 MDR subline cytotoxicity; Potency, µM (titrated, usually from 46.1 µM), for the others: at the highest dose activity change, negative = cytotoxicity, hits mostly cytotoxic; 400,000 compounds, 3.4% hits; KB-V1 MDR cells viability, CellTiter-Glo, 72 h; note: % is set by controls: 0 for no effect and ±100 for the full control effect; nearly all actives have a fitted effect of over 60% in size
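Compound-treated KB-V1 multidrug-resistant cells, 72 h, 37 degrees C; viability by CellTiter-Glo. Fitted qHTS curves give the values.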
Numbers without * were called inactive; ? = inconclusive; / = not tested or not shown; [ ] = remark or other dose. Calls come from the whole dose curve; as a rule, active = well fitted curve in the direction sought with a large enough effect; inconclusive = small, poorly fitted or top-dose-only effect, or another doubt; inactive = no such curve, though single readings can be large; an effect the other way counts as inactive or inconclusive. Potency is the fitted concentration of half-maximal effect. These rows are one share of the data. The share of hits here may be higher or lower than overall.

Assay codes: A = KB-3-1 tox; B = TDP43 rescue; C = HEK293 tox; D = SW480 rereplic; E = HT1080 IDH1KD tx; F = HT1080-NT tox; G = GLP-1R inv ag; H = GLP-1R agonist; I = KB-V1 cytotox
> CC(=O)O[C@]1(C)C(=O)OC/C2=C/CN(C)CCC(OC(=O)[C@@](O)(C(C)O)C[C@H]1C)C2=O (stereo partly specified)
  A: -4%	B: -8%	C: 13%	D: -8%	E: 19%	F: 14%	G: 5%	H: 0%	I: 16%
> COc1c(C)cc(C(=O)C2CCCN(Cc3cnc(C)s3)C2)cc1C (stereo unspecified)
  A: 0%	B: -21%	C: 1%	D: 23%	E: -7%	F: -4%	G: ?	H: 15%	I: ?
> Cc1c(O)c2ccccc2n(-c2ccccc2)c1=O
  A: 5%	B: ?	C: 8%	D: 1%	E: 7%	F: 6%	G: 21%	H: 1%	I: 0%
> C[N+]1=C(/C=C/Nc2ccccc2)C(C)(C)c2ccccc21
  A: ?	B: ?	C: 6%	D: -4%	E: -16%	F: -11%	G: 4%	H: -2%	I: 21µM*
> COc1ccc2c3c1OC1C(O)C=CC4C(C2)[N+](C)(C)CCC341 (stereo unspecified)
  A: 2%	B: 10%	C: -35%	D: -2%	E: -7%	F: 0%	G: -1%	H: -7%	I: ?
> CCOC(=O)c1c(C)n(Cc2ccccc2)c2ccc(OCC(O)CNC(C)(C)C)cc12 (stereo unspecified)
  A: -6%	B: -11%	C: ?	D: ?	E: 16µM*	F: ?	G: ?	H: 23%	I: 2%
> CCN(CC)C(=O)c1ccc(N2C(=O)C3CC=C(Cl)CC3C2=O)cc1 (stereo unspecified)
  A: 0%	B: 9%	C: -17%	D: -4%	E: 9%	F: 1%	G: 10%	H: 0%	I: 28%
> Fc1ccccc1N1CCN(Cc2ccc3c(c2)OCO3)CC1
  A: 14%	B: 10%	C: -7%	D: -14%	E: 4%	F: 12%	G: 0%	H: 5%	I: -7%
> CCCC[C@@H](C)C[C@@H](C)C(=O)N(C)[C@@H](CC(C)C)C(=O)N[C@H](C(=O)N(C)[C@H](C(=O)N1C[C@@H](O)C[C@H]1C(=O)N1C(=O)C=C[C@@H]1C)C(C)C)C(C)OC(C)=O (stereo partly specified)
  A: 0%	B: 19%	C: ?	D: -15%	E: 0.12µM*	F: 0.029µM*	G: ?	H: -2%	I: 0%
> Cc1ccccc1-n1nc(C)c2c1NC(=O)CSC2c1ccccc1C(F)(F)F (stereo unspecified)
  A: ?	B: 35µM*	C: -15%	D: /	E: /	F: /	G: ?	H: /	I: 0%
> CC(=Nc1ccc2c(c1)CCC2)c1c(O)n(C)c(=O)n(C)c1=O
  A: 9%	B: -18%	C: -16%	D: -7%	E: 12%	F: 8%	G: 10%	H: -7%	I: -1%
> C=CCN(C(=O)C1CC(=O)N(C2CCCC2)C1)c1nc(-c2ccc(S(C)(=O)=O)cc2)cs1 (stereo unspecified)
  A: 18µM*	B: 17%	C: ?	D: -9%	E: -15%	F: -19%	G: ?	H: -44%[inhibitor]	I: 2.9µM*
> COC(=O)C1=C(c2ccc(F)cc2OCc2ccccc2)C[C@@H]2CC[C@H]1N2C(=O)NCCc1ccc(F)cc1
  A: -4%	B: 4%	C: -14%	D: -6%	E: -21%	F: -30%	G: 7.1µM*	H: 0%	I: ?
> O=C(N=Nc1c(O)[nH]c(=O)[nH]c1=O)C1COc2ccccc2O1 (stereo unspecified)
  A: -7%	B: -11%	C: 0%	D: -2%	E: 9%	F: 1%	G: 14%	H: -3%	I: 13%
> CC(=O)Nc1ccc(OC(=O)N(C)c2ccc(C)cc2)cc1
  A: -1%	B: 9%	C: -18%	D: -4%	E: -2%	F: 8%	G: 22%	H: -3%	I: -3%

Another view of some results above:
Molecule | KB-3-1 tox | TDP43 rescue | HEK293 tox | SW480 rereplic | HT1080 IDH1KD tx | HT1080-NT tox | GLP-1R inv ag | GLP-1R agonist | KB-V1 cytotox
CCOC(=O)c1c(C)n(Cc2ccccc2)c2ccc(OCC(O)CNC(C)(C)C)cc12 (stereo unspecified) | -6% | -11% | ? | ? | 16µM* | ? | ? | 23% | 2%
CCN(CC)C(=O)c1ccc(N2C(=O)C3CC=C(Cl)CC3C2=O)cc1 (stereo unspecified) | 0% | 9% | -17% | -4% | 9% | 1% | 10% | 0% | 28%

(list continues)
Assay codes: A = KB-3-1 tox; B = TDP43 rescue; C = HEK293 tox; D = SW480 rereplic; E = HT1080 IDH1KD tx; F = HT1080-NT tox; G = GLP-1R inv ag; H = GLP-1R agonist; I = KB-V1 cytotox
> Cc1cc(C)c(-n2c(O)c(/C=N/N3CCCCC3c3cccnc3)c(=O)[nH]c2=O)c(C)c1 (stereo unspecified)
  A: 1%	B: -4%[0.397 µM]	C: -8%	D: -14%	E: 1%	F: 3%	G: 13%	H: 3%	I: 18%
> O=[P+](Cc1ccccc1)Cc1ccccc1
  A: 15%	B: 5%	C: -6%	D: -6%	E: 16%	F: 18%	G: 5%	H: -6%	I: 26%
> Cc1cc(/C=C2\C(=O)NC(=O)N(c3cccc(F)c3)C2=O)c(C)n1-c1cc(C(=O)O)cc(C(=O)O)c1
  A: -1%	B: 27%	C: 3%	D: -4%	E: 4%	F: 2%	G: 8%	H: 0%	I: -4%
> COC(=O)C1=C(c2ccccc2)C[C@@H]2CC[C@H]1N2C(=O)NCCCOC(C)C
  A: 5%	B: 4%	C: 32%[activator]	D: 9%	E: 11%	F: 18%	G: 0%	H: 6%	I: 6%
> CCC1(CC)C(=N)N(C)C(=O)NC1=O
  A: 10%	B: 2%	C: 4%[1.53 µM]	D: -5%	E: 1%	F: 9%	G: 13%	H: -7%	I: 2%
> CCCCCC(=O)N[C@@H](c1ccccc1)[C@@H](O)C(=O)O[C@H]1C[C@@]2(O)[C@@H](OC(=O)c3ccccc3)C3[C@](C)(C(=O)[C@H](O)C(=C1C)C2(C)C)[C@@H](OC1OCC(O)C(O)C1O)C[C@H]1OC[C@@]31OC(C)=O (stereo partly specified)
  A: 0.21µM*	B: 10%	C: -3%	D: 3.7µM*	E: 1.8µM*	F: 2.6µM*	G: ?	H: -6%	I: 11%
> CCOc1ccc(-c2cc(C)[n+](CCc3ccc(OC)c(OC)c3)c(-c3ccc(OCC)cc3)c2)cc1
  A: 5.8µM*	B: 9%	C: ?	D: 6%	E: 16µM*	F: 21µM*	G: 6.3µM*	H: 6%	I: 12%
> CC(NCc1ccc(Cl)c(Cl)c1)C(O)c1ccccc1 (stereo unspecified)
  A: -12%	B: -14%	C: 7%	D: -1%	E: ?	F: ?	G: 0%	H: 22%	I: 0%
> Cc1nc2nc(C)c(CCC(=O)N3CCC4(CC3)OCCO4)c(C)n2n1
  A: -14%	B: -12%	C: 12%	D: 2%	E: 15%	F: 6%	G: 14%	H: -2%	I: -13%
> Cc1cccc(-c2nn3c(=O)cc(CN4CCN(C(=O)COc5ccc(Cl)cc5)CC4)nc3s2)c1
  A: 6%	B: -3%	C: 4%	D: /	E: /	F: /	G: 26%	H: /	I: -16%
> O=C1/C(=C/c2ccncc2)N2CCC1CC2
  A: -4%	B: -27%	C: -10%	D: ?	E: -18%	F: -1%	G: -3%	H: -4%	I: -5%
> O=C1C=C2C=C[C@@H]3CC2(O1)[C@H]1CCCCN31
  A: ?	B: 22%	C: 10%	D: -50%[inhibitor]	E: ?	F: -25%	G: -1%	H: 14%	I: ?
> Cc1cc(N2C(=O)C3CCCN3C2c2ccc(Cl)c(Cl)c2)no1 (stereo unspecified)
  A: 0%	B: 16%	C: -10%	D: -2%	E: 20%	F: 28%	G: ?	H: -6%	I: 13%
> COc1ccc(C)cc1NC(=O)c1cccn(Cc2cccc([N+](=O)[O-])c2)c1=O
  A: -3%	B: -9%	C: -5%	D: /	E: /	F: /	G: 3%	H: /	I: -1%
> COc1cccc(C2=CC(c3cc(Br)ccc3F)n3nnnc3N2)c1 (stereo unspecified)
  A: 13µM*	B: 20%	C: 9%	D: /	E: /	F: /	G: ?	H: /	I: -27%
> OCCNc1nc(-c2ccccc2)c2ccccc2n1
  A: 10%	B: 0%	C: 36%[activator]	D: ?	E: 2%	F: -2%	G: 0%	H: 2%	I: -26%
> Nn1cnc2c(c1=O)C1(CCCCC1)Cc1ccccc1-2
  A: ?	B: 10µM*	C: 55%[activator]	D: ?	E: -10%	F: -10%	G: 3%	H: -2%	I: ?
> CN(C)C(=O)Oc1ccc2nnc3ccnn3c2c1
  A: 7%	B: 13%	C: 42%[activator]	D: -10%	E: 0%	F: 1%	G: 56%[activator]	H: 8%	I: 6%
> Cc1ccc(C2=NN(CCC(=O)N3CCC4(CC3)OCCO4)C(=O)CC2)cc1
  A: 16%	B: -18%	C: 14%	D: -3%	E: -3%	F: -1%	G: -14%	H: 4%	I: 10%
> O=C(CC12CC3CC(CC(C3)C1)C2)N/N=C/c1ccc([N+](=O)[O-])o1
  A: -26%	B: 3%	C: ?	D: ?	E: ?	F: ?	G: ?	H: 1%	I: -26%
> C/C=C/CC1(CC)C(=O)NC(=S)NC1=O
  A: -1%	B: 2%	C: 19%	D: 1%	E: 1%	F: -1%	G: 16%	H: 2%	I: -1%
> CC(C)CN1Cc2ccccc2-n2nncc2C1
  A: 9%	B: ?	C: -2%	D: /	E: 3%	F: 6%	G: 4%	H: -6%	I: 3%
> O=C(NN=Cc1ccc(N(CCCl)CCCl)cc1)C(=O)c1c[nH]c2ccccc12
  A: ?	B: -7%	C: -3%	D: ?	E: ?	F: -18%	G: 5.6µM*	H: 6%	I: 2%
> CCOC(=O)N1CCN(C(C)C(=O)c2c[nH]c3ccccc23)CC1 (stereo unspecified)
  A: 8%	B: -6%	C: 6%	D: -1%	E: -15%	F: -12%	G: 2%	H: 2%	I: -3%
> O=[N+]([O-])c1ccc(-[n+]2c(-c3ccccc3)cc(-c3ccccc3)cc2-c2ccccc2)cc1
  A: -27%	B: -17%	C: 10%	D: -4%	E: ?	F: ?	G: 12%	H: -1%	I: 6%
